Source: PubChem BioAssay
GASC-1 inh: blocks human GASC-1 demethylase activity; Q9H3R0; GST-JMJD2C(1-420) H3K9me3 demethylation, DELFIA europium; inhibition, % at 2.35 µM; 330,000 tested, 0.069% active; AID 2099;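 active means more than half of a compound's replicate wells show inhibition beyond 50%, single wells judged on their own value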;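 further: signal counts dimethyl H3K9 product captured on neutravidin plate; 0% = median of DMSO wells and 100% = 0.3 times that DMSO median; strong numbers were not always called active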
Target sequence (Q9H3R0 1-420 limits assumed): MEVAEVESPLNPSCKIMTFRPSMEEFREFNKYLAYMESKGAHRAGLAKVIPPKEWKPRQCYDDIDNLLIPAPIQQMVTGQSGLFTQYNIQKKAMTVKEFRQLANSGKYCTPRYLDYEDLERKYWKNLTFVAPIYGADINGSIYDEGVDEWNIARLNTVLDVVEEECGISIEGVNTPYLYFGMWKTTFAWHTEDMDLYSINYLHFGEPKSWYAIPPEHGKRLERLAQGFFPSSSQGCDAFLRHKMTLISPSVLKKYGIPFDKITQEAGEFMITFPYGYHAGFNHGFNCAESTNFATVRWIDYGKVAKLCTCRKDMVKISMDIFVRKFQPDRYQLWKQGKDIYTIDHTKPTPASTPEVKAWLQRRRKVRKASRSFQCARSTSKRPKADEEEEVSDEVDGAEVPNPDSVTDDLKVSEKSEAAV
CTSL1 counter: blocks F. hepatica cathepsin L1 in PFM18AAP counter-screen; recombinant F. hepatica cathepsin L1, Z-Leu-Arg-MCA fluorescence; inhibition, % at 5.96 µM; 300,000 tested, 0.49% active;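 active means inhibition above the mean of all tested compounds plus 3 SD, set per screening campaign, cut at about 17% in these data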;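 further: 0% = plate median of test compound wells and 100% = 1 µM Z-Phe-Ala-diazomethylketone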
HCV core dimer: HCV core protein dimerization inhibition; TR-FRET GST/Flag-core106 dimerization, 1536-well; 300,000 tested, 0.33% active; AID 1899; inhibition, % at 5 µM;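 active means inhibition above the mean of all tested compounds plus 3 SD, set per screening campaign, cut at about 45% in these data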
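Assay system: tagged HCV core106 pair (GST and Flag); medium: KF-containing HEPES buffer, pH 7.45, DTT, CHAPS, BSA; also added: Eu donor and XL665 acceptor anti-tag antibodies; dosing: 5 µM single dose; timing: compound-protein-antibody incubation 4 h at 22.5 °C; signal: TR-FRET 671 and 617 nm emission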
PP5 primary: blocks human protein phosphatase 5 activity. P53041. purified PP5c, OMFP substrate fluorescence. inhibition, % at 6.7 µM. 320,000 tested, 0.18% active;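 active means inhibition above the campaign's mean inhibition across all tested compounds plus 3 SD, cut at about 9.5% in these data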;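 further: 0% = DMSO only and 100% = 100 µM cantharidin control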
PP1 counter: counter-screen for PP5 inhibitors: inhibitors of human PP1-alpha; purified PP1alpha, OMFP fluorescence; inhibition, % at 6.7 µM; 320,000 tested, 0.9% active;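 active means inhibition above the mean inhibition of all tested compounds plus 3 SD, computed separately for each screening campaign, cut at about 15% in these data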
Target sequence (P62136 whole entry, looked up): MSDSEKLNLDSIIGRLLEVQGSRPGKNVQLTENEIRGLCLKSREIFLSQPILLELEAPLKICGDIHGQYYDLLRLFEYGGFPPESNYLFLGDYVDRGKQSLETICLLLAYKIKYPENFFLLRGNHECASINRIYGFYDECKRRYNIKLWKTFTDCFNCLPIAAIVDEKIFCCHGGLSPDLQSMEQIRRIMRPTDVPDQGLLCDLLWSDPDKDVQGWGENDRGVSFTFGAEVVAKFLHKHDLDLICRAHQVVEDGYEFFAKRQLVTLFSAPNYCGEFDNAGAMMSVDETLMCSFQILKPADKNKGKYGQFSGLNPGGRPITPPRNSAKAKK
LYPLA2 counter: counter-screen for PME1 inhibitors: inhibitors of human LYPLA2; O95372; recombinant LYPLA2, FP-Rh probe fluorescence polarization; inhibition, % at 5.9 µM; 320,000 tested, 0.38% active; AID 2177;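 active means inhibition above the screen-wide mean plus 3 SD, limit set per campaign, cut at about 26% in these data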;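 further: 0% = LYPLA2 with DMSO and 100% = wells lacking LYPLA2 enzyme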
Target sequence (O95372 whole entry, looked up): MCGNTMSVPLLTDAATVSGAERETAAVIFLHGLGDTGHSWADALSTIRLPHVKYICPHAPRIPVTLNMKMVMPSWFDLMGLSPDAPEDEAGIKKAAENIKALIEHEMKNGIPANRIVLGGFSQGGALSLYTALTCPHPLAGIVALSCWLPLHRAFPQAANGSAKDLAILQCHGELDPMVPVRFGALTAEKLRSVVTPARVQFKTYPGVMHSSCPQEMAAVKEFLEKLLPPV
TPT1 inh: blocks Candida albicans tRNA 2'-phosphotransferase; recombinant caTPT1, FP RNA substrate dephosphorylation; inhibition, % at 5 µM; 300,000 tested, 0.81% active; AID 1962;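 active means inhibition above the mean of all tested compounds plus 3 SD, set per screening campaign, cut at about 24% in these data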;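 further: plate controls were DMSO alone for no effect and ferristatin control at 100 nM for full effect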
PREPL inh: inhibits the human prolyl oligopeptidase-like enzyme | Q4J6C6 | recombinant PREPL, fluorescence polarization activity-based probe | inhibition, % at 5.96 µM | 320,000 tested, 0.68% active | AID 2751; in the data active means inhibition above about 43%;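 further: 0% = enzyme with DMSO and 100% = wells lacking enzyme; many of its hits are not listed in these tables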
Efflux pump inh: antifungal efflux pump inhibition, Nile Red retention; S. cerevisiae Candida pump triplex; inhibition, % at 10 µM; 330,000 tested, 0.44% active;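 active means plate passing quality check with inhibition over a set limit, or well fluorescence over plate mean plus 4 SD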;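 further: Nile Red retained in pooled yeast measured as flow cytometry median fluorescence; 0% = buffer negative control and 100% = Enniatin B positive control; higher means more Nile Red kept so more efflux inhibition; some compounds called inactive have numbers as strong as hits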
The depositor's hits bear a star; / = not tested or not shown.

SMILES	GASC-1 inh	CTSL1 counter	HCV core dimer	PP5 primary	PP1 counter	LYPLA2 counter	TPT1 inh	PREPL inh	Efflux pump inh
CN(C)c1ccc(N/C(=N\S(=O)(=O)c2cccs2)c2ccccc2)cc1	-7	-2	-19	3.0	3	5	-5	6	0.1
CCOC(=O)N1CCN(S(=O)(=O)c2ccc3c(c2)OCC(=O)N3)CC1	110	0	2	-1.2	-3	-4	4	13	0.3
COc1cccc(-n2nnnc2SCC(=O)Nc2ccc(C(C)=O)cc2)c1	-1	-1	-16	1.6	12	-6	2	-7	0.0
COc1ccc(C(=O)N2CCN(S(=O)(=O)c3ccccc3)CC2)c(OC)c1	-3	0	5	1.3	0	-1	-2	5	0.0
CCOC(=O)c1ccc(NC(=O)c2c(C)[nH]c(C(=O)OCC)c2C)cc1	-4	-1	6	4.3	-1	-6	2	7	-0.1
C#CCOCCOCCOCCNc1nc(N2CCN(C(=O)CCCCCCCCCCNC(=O)Cn3cc(CCCCCN)nn3)CC2)nc(N2CCN(C(=O)CCCCCCCCCCNC(=O)[C@H](CO)n3cc(CCCSC)nn3)CC2)n1	15	2	-7	3.4	65*	6	-1	76*	-0.1
CCN1C(=C(C#N)C#N)C=Cc2cc(C)ccc21	1	3	1	4.5	-4	-6	-2	-2	0.0
CC(=O)N/C(=C\c1ccccc1)C(=O)OC(C)C(=O)Nc1ccccc1F (configuration not stated)	-4	/	/	0.9	-4	-3	/	4	0.2
Cc1cc(Cl)ccc1OCCCC(=O)Nc1cccnc1	6	3	-5	1.9	-1	-4	-3	-9	0.0
CC(C)[C@@H](C(=O)N1CCNCC1)n1cc(CCO)nn1	-4	0	-8	3.8	0	-1	-3	2	0.0
CCOC(=O)C1=C(O)/C(=C/c2cn(CC(=O)NCC3CCCO3)c3ccccc23)SC1=Nc1ccc(C)cc1 (configuration not stated)	1	5	2	0.0	4	4	-15	17	-0.1
CSc1ccccc1OCc1cc(C(=O)NCCc2ccco2)no1	-3	1	0	1.6	-2	-2	1	-11	-0.7
O=S(=O)(Nc1nc2ccccc2[nH]1)c1ccc(Cl)cc1	-3	0	-5	4.0	8	3	1	0	0.1
COc1ccc(C(c2sc3nc(C)nn3c2O)N2CCN(Cc3ccccc3)CC2)cc1OC (configuration not stated)	1	2	15	0.7	-4	10	-6	11	-0.1
COc1cc([N+](=O)[O-])ccc1NC(=O)NCC1CCN(Cc2ccc(Cl)cc2)CC1	-3	-3	10	0.9	6	-4	8	21	0.4
NC(=O)c1ccccc1N	3	-2	1	-0.2	-3	-3	0	1	0.4
CCN1CCN(c2nc3c(c(=O)[nH]c(=O)n3C)n2CCCSc2ncccn2)CC1	-1	-1	0	1.1	-1	9	-6	10	0.0
C/C(=C\c1ccccc1)C(=O)N1CCN(Cc2ccc3c(c2)OCO3)CC1	3	-4	17	-1.9	-3	-2	-2	4	0.1
Cc1ccc(N2C(=O)c3ccc(C(=O)N4CCN(Cc5ccccc5)CC4)cc3C2=O)cc1	-1	2	2	4.0	3	33*	-1	13	-0.3
CCOc1cc(NC(=S)NCCCOC)c(OCC)cc1NC(=O)c1cccs1	14	0	3	1.3	-3	5	-2	1	0.2
COc1ccccc1N(C)S(=O)(=O)c1ccc(C(=O)Nc2ncc(C)s2)cc1	-5	/	/	2.7	1	-12	/	-6	-0.1
O=C(Nc1ccc(S(=O)(=O)NCc2ccccc2)cc1)c1ccccc1[N+](=O)[O-]	2	0	-5	2.2	1	13	0	-3	0.1
COc1ccc(-n2c(SCC(=O)Nc3nccs3)nc3c(c2=O)SC(C)C3)cc1 (configuration not stated)	10	6	0	1.9	11	4	-1	3	0.1
COc1nc(OC/C(N)=N/O)nc(N2CCOCC2)n1	0	0	-1	-1.6	-1	0	-4	22	0.0
Cn1c(SCC(=O)NC2CCCCCC2)nnc1-c1ccco1	3	1	8	1.4	3	2	-2	5	-0.1

As entered above:
NC(=O)c1ccccc1N in GASC-1 inh shows 3
CCOc1cc(NC(=S)NCCCOC)c(OCC)cc1NC(=O)c1cccs1 in LYPLA2 counter shows 5
CCOC(=O)N1CCN(S(=O)(=O)c2ccc3c(c2)OCC(=O)N3)CC1 in HCV core dimer shows 2

For convenience, part of the list above:
SMILES	GASC-1 inh	CTSL1 counter	HCV core dimer	PP5 primary	PP1 counter	LYPLA2 counter	TPT1 inh	PREPL inh	Efflux pump inh
CN(C)c1ccc(N/C(=N\S(=O)(=O)c2cccs2)c2ccccc2)cc1	-7	-2	-19	3.0	3	5	-5	6	0.1
CCOC(=O)N1CCN(S(=O)(=O)c2ccc3c(c2)OCC(=O)N3)CC1	110	0	2	-1.2	-3	-4	4	13	0.3
COc1cccc(-n2nnnc2SCC(=O)Nc2ccc(C(C)=O)cc2)c1	-1	-1	-16	1.6	12	-6	2	-7	0.0
COc1ccc(C(=O)N2CCN(S(=O)(=O)c3ccccc3)CC2)c(OC)c1	-3	0	5	1.3	0	-1	-2	5	0.0

(list continues)
SMILES	GASC-1 inh	CTSL1 counter	HCV core dimer	PP5 primary	PP1 counter	LYPLA2 counter	TPT1 inh	PREPL inh	Efflux pump inh
O=C(/C=C/c1cc2c(cc1Br)OCO2)NCc1ccc(Cl)cc1	-3	-1	12	2.9	0	7	0	-4	0.1
C/C=C\C=C/C(=O)Nc1cccc(C2=NOC3(C2)C[C@@H](C(N)=O)N(C(=O)C2(C)CC2)C3)c1 (some centres not stated)	-17	2	16	-3.2	-2	-7	4	11	-0.1
CCOC(=O)Nc1cccnc1Sc1ccc(Cl)cc1	15	-1	-11	3.0	-3	-1	2	-8	0.2
CN(C)CCNC(=O)c1c(NC(=O)c2ccccc2)sc2c1CCCC2	-2	1	3	-0.1	0	6	0	22	-0.2
O=C(CN1C(=O)/C(=C/c2ccc(C(F)(F)F)cc2)Sc2ccccc21)NCCCN1CCOCC1	-3	-2	-8	5.2	1	-2	2	24	-0.1
COC(CNC(=O)c1cccnc1)OC	-4	3	2	-0.7	-2	1	-1	3	-0.1
O=C(Cc1n[nH]c(=O)c2ccccc12)NC(c1ccccc1)c1ccccc1	4	3	-1	-3.7	-1	2	-1	5	-0.1
COc1ccc(NC(=O)CN(C)CC(=O)Nc2ccccc2SC)cc1	2	2	-9	0.9	0	4	-2	10	0.0
CCOc1ccccc1OCC(=O)OCC(=O)NNC(=O)c1ccc([N+](=O)[O-])cc1	0	-7	3	0.5	-4	0	1	9	0.1
O=C1CCCN1c1ccc(S(=O)(=O)N2CCCCC2)cc1[N+](=O)[O-]	-20	-2	-2	2.0	-3	0	-1	-4	-0.2
CCN1C(=O)/C(=C/c2ccc(C)s2)SC1=Nc1ccc(OC)cc1	-3	-5	3	5.0	-3	0	-1	15	0.2
COC(=O)N1[C@H](C)C=C[C@]1(Cc1ccccc1)C(=O)NCCCNc1ncc(C(F)(F)F)cc1Cl	35	0	-9	0.8	5	-7	3	3	0.6
O=C(CCCO)NNc1c2ccccc2nc2ccccc12	-2	-3	-18	1.1	-7	-2	-4	3	0.0
COc1ccc(/C=C/C(=O)Nc2cc(C(F)(F)F)ccc2Cl)cc1OC	-5	-5	-2	6.3	2	-18	-2	-5	0.0
Fc1ccc(NC(=S)NCCN2CCOCC2)cc1	-22	2	1	-2.5	-2	2	-6	22	-0.1
O=C(O)/C=C/C(=O)NNc1ccc([N+](=O)[O-])cc1	-2	1	23	2.1	-8	1	3	6	0.4
O=C(NC1CCCCC1)C1CCN(S(=O)(=O)c2cccc3nonc23)CC1	-6	3	1	-1.6	-3	3	-2	7	-0.1
CCC/C(=N\NC(=O)CNC(=O)/C=C/c1ccco1)c1ccccc1	0	-6	-12	2.6	2	4	-2	13	-0.2
O=C(CSc1nnnn1-c1ccccc1)c1ccc(O)cc1O	6	10	-2	2.1	4	6	-1	12	0.0
N#Cc1ccc(C(=O)NC23CC4CC(CC(C4)C2)C3)cc1	-15	-6	-6	-0.8	-4	-2	-1	1	0.0
Cc1ccc(NC(=S)Nc2ccc(S(=O)(=O)Nc3ncccn3)cc2)c(C)c1	0	-1	0	-1.0	-3	-3	-2	-5	0.0
Cc1cccc(NC(=O)CSCC(=O)N(C)CCOc2ccc(Cl)cc2)c1	-5	-1	-4	0.3	-2	-2	1	-19	-0.1
O=C1CN(C(=O)COC(=O)CCC(=O)c2ccc3c(c2)OCCO3)c2ccccc2N1	3	-29	-4	-1.0	0	9	1	-31	-0.1
CCC(=O)Nc1ccc2c(c1)nc(CCNC(=O)c1ccco1)n2C	-4	2	10	0.2	1	-4	-3	-1	0.0
Cc1cccc(C(=O)n2c(=S)nc3ccccn32)c1	-32	1	1	1.5	0	5	0	2	0.0

Results in PP5 primary and HCV core dimer, for some of the entries so far:
Molecule | PP5 primary | HCV core dimer
COc1ccc(NC(=O)CN(C)CC(=O)Nc2ccccc2SC)cc1 | 0.9 | -9
O=C(/C=C/c1cc2c(cc1Br)OCO2)NCc1ccc(Cl)cc1 | 2.9 | 12
O=C1CN(C(=O)COC(=O)CCC(=O)c2ccc3c(c2)OCCO3)c2ccccc2N1 | -1.0 | -4
Cc1ccc(NC(=S)Nc2ccc(S(=O)(=O)Nc3ncccn3)cc2)c(C)c1 | -1.0 | 0

More entries.
SMILES	GASC-1 inh	CTSL1 counter	HCV core dimer	PP5 primary	PP1 counter	LYPLA2 counter	TPT1 inh	PREPL inh	Efflux pump inh
COCCOC(=O)c1c(C)n(C)c2ccc(OC(=O)c3ccco3)cc12	4	-36	1	0.9	-1	-1	-4	26	0.1
CC1(c2nnc(-c3cccc(Cl)c3)o2)CC(c2cccnc2)=NO1 (configuration not stated)	5	1	-3	-1.8	-4	-6	-5	7	-0.2
Cc1ccc(NC(=S)NNC(=S)Nc2cccc(C(F)(F)F)c2)cc1	-2	0	7	2.9	3	2	-4	21	-0.1
O=C(CC(c1ccccc1)c1cc(Br)ccc1O)NCc1ccco1 (configuration not stated)	/	1	18	3.2	-2	-4	-2	-8	-0.1
CC1CCCC(C)N1C(=O)c1ccc(CS(=O)(=O)c2ccccc2)cc1 (configuration not stated)	3	-3	-6	-0.1	0	-5	-1	10	-0.1
Cc1ccc(NC(=O)Nc2ccc3c(c2)nnn3C)cc1C	4	-1	4	4.0	2	4	1	14	0.1
CC1(C)CC[C@@]23CC[C@]4(C)[C@@](OC2=O)(C3C1)[C@H]1O[C@H]1C1[C@@]2(C)CC[C@H](O)C(C)(C)C2CC[C@]14C (some centres not stated)	0	-3	3	0.4	0	-2	-2	3	-0.2
COc1ccccc1NC(=O)C(=O)c1cn(CC(=O)N2CCCC2)c2ccccc12	-3	0	2	3.6	1	-5	0	-14	0.0
COc1cccc(-c2c(C(=O)N/N=C/c3ccsc3)nnn2-c2nonc2N)c1	-11	6	0	0.2	-2	-2	1	18	0.1

Printed as active in PREPL inh (from the list above):
SMILES | GASC-1 inh | HCV core dimer | PP5 primary | TPT1 inh | PREPL inh | Efflux pump inh
C#CCOCCOCCOCCNc1nc(N2CCN(C(=O)CCCCCCCCCCNC(=O)Cn3cc(CCCCCN)nn3)CC2)nc(N2CCN(C(=O)CCCCCCCCCCNC(=O)[C@H](CO)n3cc(CCCSC)nn3)CC2)n1 | 15 | -7 | 3.4 | -1 | 76* | -0.1

Only part of the results is shown, so the mix of outcomes need not match the whole.
